# Screens: PubChem BioAssay, National Center for Advancing Translational Sciences (NCATS)
# KDM5B inhibitor: inhibitors of human KDM5B histone demethylase; Potency, µM (titrated, usually from 57.7 µM), for inactives: at the highest dose activity change, negative = inhibition, usual class: inhibitors; Q9UGL1; KDM5B demethylase, FDH-coupled NADH fluorescence (FDH is formaldehyde dehydrogenase); AID 1347165; actives 2.6% (n = 220,000); active = well fitted inhibition curve with a large enough effect; inconclusive = small, poorly fitted or top-dose-only effect; inactive = no such curve, though single readings can be large or run the other way; also: 0% is about no effect; nearly all actives have a fitted effect of over 70% in size
# Target sequence (Q9UGL1 whole entry, looked up): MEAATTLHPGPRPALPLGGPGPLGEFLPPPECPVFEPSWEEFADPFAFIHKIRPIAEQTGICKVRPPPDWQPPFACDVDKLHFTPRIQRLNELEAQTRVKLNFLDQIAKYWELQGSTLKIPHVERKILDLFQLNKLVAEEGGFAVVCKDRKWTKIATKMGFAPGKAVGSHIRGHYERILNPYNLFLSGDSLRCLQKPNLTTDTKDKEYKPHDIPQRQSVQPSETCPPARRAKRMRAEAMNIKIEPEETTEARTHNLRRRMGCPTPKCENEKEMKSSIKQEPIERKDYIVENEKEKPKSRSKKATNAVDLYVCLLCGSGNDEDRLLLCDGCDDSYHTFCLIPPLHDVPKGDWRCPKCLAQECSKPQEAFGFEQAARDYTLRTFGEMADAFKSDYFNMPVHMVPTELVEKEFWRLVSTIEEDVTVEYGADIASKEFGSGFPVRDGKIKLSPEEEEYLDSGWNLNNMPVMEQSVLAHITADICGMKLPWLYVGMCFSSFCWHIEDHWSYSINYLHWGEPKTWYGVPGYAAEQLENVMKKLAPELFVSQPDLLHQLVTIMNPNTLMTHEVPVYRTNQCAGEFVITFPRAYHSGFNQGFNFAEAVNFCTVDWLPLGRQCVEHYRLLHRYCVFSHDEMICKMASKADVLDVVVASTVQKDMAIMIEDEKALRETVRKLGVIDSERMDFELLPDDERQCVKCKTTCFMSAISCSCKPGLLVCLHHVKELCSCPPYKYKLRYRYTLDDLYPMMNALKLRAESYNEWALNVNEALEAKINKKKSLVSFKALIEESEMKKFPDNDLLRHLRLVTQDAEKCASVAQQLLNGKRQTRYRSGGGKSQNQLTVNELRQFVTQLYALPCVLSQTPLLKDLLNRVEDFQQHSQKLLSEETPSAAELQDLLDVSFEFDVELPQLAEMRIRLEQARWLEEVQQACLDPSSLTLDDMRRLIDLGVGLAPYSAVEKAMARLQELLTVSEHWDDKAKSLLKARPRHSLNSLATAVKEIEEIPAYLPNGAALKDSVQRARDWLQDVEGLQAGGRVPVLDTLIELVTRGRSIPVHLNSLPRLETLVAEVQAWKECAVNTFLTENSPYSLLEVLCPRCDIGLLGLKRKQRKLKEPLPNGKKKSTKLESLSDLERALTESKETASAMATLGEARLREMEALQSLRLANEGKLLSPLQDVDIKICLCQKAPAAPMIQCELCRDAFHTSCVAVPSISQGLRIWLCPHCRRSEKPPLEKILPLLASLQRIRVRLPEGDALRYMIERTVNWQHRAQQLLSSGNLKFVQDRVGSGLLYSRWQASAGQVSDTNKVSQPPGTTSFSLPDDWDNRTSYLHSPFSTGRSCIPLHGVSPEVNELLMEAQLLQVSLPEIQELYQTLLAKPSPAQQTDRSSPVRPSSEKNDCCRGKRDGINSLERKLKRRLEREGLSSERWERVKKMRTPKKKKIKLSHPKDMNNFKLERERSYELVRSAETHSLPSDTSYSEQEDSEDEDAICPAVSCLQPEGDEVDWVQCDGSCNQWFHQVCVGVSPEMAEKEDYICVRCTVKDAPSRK
#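 Here, H3K4me3 peptide (12.5 µM in substrate mix) is demethylated by KDM5BΔAP, 200 nM final, after 10 min compound exposure. Formaldehyde product is coupled through FDH (0.25 U/mL in mix) to NADH fluorescence; 30-min ΔRFU feeds dose-response curves.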
# Starred values were filed as active, the others as inactive; ? = inconclusive; & = joins results of further samples; [ ] = dose if it differs, or a comment. Potency is read from the fitted curve at half-maximal effect.
SMILES,KDM5B inhibitor
Cc1ccc2nc(/C(C#N)=C\C3CC4C=CC3C4)[nH]c2c1 (stereo unspecified),?
COc1ccc(-c2noc(-c3cccn3CC(=O)Nc3cccc(C#N)c3)n2)cc1F,5.7%
Cc1ccc(CN2C(=O)NC3(CCN(C(=O)c4cccc(Cl)c4)C3)C2=O)cc1 (stereo unspecified),-9.8%
CS(=O)c1ccc(C(=O)Nc2ccc(N3CCOCC3)cn2)cc1 (stereo unspecified),?
COCCNC(=O)Cn1nc(C)c2c(C)n(-c3ccc(C)cc3)nc2c1=O,-3.6%
COCCOc1ccnc(-c2noc([C@@H]3CCCN3Cc3ccc(Cl)cc3)n2)c1,-11.4%[86.2 µM]
COCCOc1ccnc(-c2noc([C@@H]3CCCN3CC(C)(C)C)n2)c1,-38.0%[86.2 µM]
Cc1cc2c(cc1C)-c1ccccc1C2=O,7.2%
Cc1ccc(-c2cn(CC3CCCN(c4cc(C)nc(N)n4)C3)nn2)cc1 (stereo unspecified),-6.8%
COCCCNCc1cc(=O)oc2ccc3ccccc3c12,-3.4%
Cn1nccc1C(=O)N1CCCC(c2nnnn2C)C1 (stereo unspecified),11.9%
Cc1ccc(CNC(=O)C2CC2)cn1,-6.4%
COc1ccc(CCN2C(=O)c3[nH]nc(-c4ccccc4O)c3C2c2ccc(OC)c(OC)c2)cc1 (stereo unspecified),-8.8%
CCC(C)N(CCNC(=O)Cn1nc(Cc2cccnc2)c2ccccc2c1=O)Cc1ccco1 (stereo unspecified),8.1%
CN(C)C(=O)CNC(=O)c1cccc(S(=O)(=O)NCC2CCOC2)c1 (stereo unspecified),-7.2%
O=C(CN1C(=O)NC2(CCCCC2)C1=O)Nc1cccc(Br)c1,-7.4%
COc1ccc(C(CC(=O)Nc2cc(C)ccn2)N2Cc3ccccc3C2=O)cc1 (stereo unspecified),4.0%
COc1ccc(NC(=O)c2cc(S(=O)(=O)N3CCCCC3)cn2C)cc1Cl,-30.8%
COc1cccc(CNC(=O)Cn2ccc3cc(S(=O)(=O)N4CCCC4)ccc32)c1,?
COc1ccc(NC(=O)c2cccc(NC(=O)c3ccc(Br)o3)c2)cc1,3.7%
O=C(O)Cn1cc(C(C(=O)O)N2CCN(Cc3ccncc3)CC2)c2ccccc21 (stereo unspecified),-16.8%
COc1ccccc1NC(=O)NC1(C)CCS(=O)(=O)C1 (stereo unspecified),2.8%
Cc1ccc(N2C(=O)CC3(CCCC3)CC2=O)cc1,3.4%
COCCOCC(=O)N1CCCCCCNC(=O)[C@@H]2CCCC[C@@H]21,-11.5%
COc1ccc(/C=C/c2nc(C#N)c(NCCc3ccccc3)o2)cc1OC,?

# More records:
SMILES,KDM5B inhibitor
O=C(CN1C(=O)NC2(CCCCC2)C1=O)NCc1ccc2c(c1)OCO2,20.1%
COc1cccc(-c2nc3c([nH]2)CN(c2cc(C4CC4)ncn2)CC3)c1,?
CNC(=S)N(C)Cc1ccccc1Br,-13.2%
CONC(=O)COc1ccc(C#N)cc1,-19.6%
Cc1c(NC(=O)C(C)(C)Oc2ccc(Cl)cc2)cccc1-c1nc2ccccc2o1,?
CC(=O)Oc1ccccc1C(=O)Oc1ccc(F)cc1,22.9%
CC(C)Sc1nnc([C@H](Cc2ccccc2)NC(=O)OC(C)(C)C)o1,?
CN(C)C[C@@H]1CN(S(C)(=O)=O)C[C@H]1NC(=O)c1cncn1C,28.5%
COCCn1c(C)cc(C(=O)COC(=O)c2[nH]c(C)c(C(C)=O)c2C)c1C,25.3%
Cc1ccc2c(=O)cc(C(=O)Nc3c(C(=O)c4ccc(F)cc4)oc4ccccc34)oc2c1C,-39.8%
COc1ccccc1C(=O)N(Cc1nc(-c2cccc(C)c2)no1)C(C)C,-7.9%
Cc1ccc(NC(=O)C2CCN(S(=O)(=O)c3ccc4c(c3)CCCC(=O)N4)CC2)c(Br)c1,0.9%
CC(c1ccc(F)cc1)N(C)Cc1nc2sccn2c1Br (stereo unspecified),13.3%
Cc1ccsc1C(=O)NNC(=S)NC(C)C,-1.8%
Cc1ccc(NC(=O)CSCc2cnn(-c3ccccc3)c2-n2cccc2)c(Cl)c1,-26.5%
Cc1cc2nc(NC(=O)c3ccc(S(=O)(=O)N4CCOCC4)cc3)sc2cc1C,-4.0%
Cc1ccc(CN2CCC(CNC(=O)Nc3c(C)cccc3C)C2)cc1 (stereo unspecified),-42.9%
O=C1NCCCCCCN[C@H]2C[C@H](C(=O)N3CCN(c4ccccn4)CC3)C[C@@H]12,?
CCc1cccc(NC(=O)C2Cn3cccc3C(=O)N2)c1 (stereo unspecified),-13.2%
CCOC(=O)c1ccc(NC(=O)C(C)Sc2nc(=O)cc(N)n2CCc2ccccc2)cc1 (stereo unspecified),?
CC(C)(CNC(=O)C1(c2ccc(F)cc2)CCC1)C(N)=O,24.1%
COc1ccccc1CC(=O)Nc1ccc(NC(=O)c2cccs2)cc1,-13.4%
COc1ccc(-c2cc(C(=O)NC(C)(CO)CO)c3ccccc3n2)cc1,310.0%[activator]
CC(C)C(=O)Nc1ccc2c(C(C(=O)O)N3CCN(c4ncccc4C#N)CC3)c[nH]c2c1 (stereo unspecified),?
Cc1ccc(C(=O)NC2CCN(c3cc(-c4ccccc4)[nH]n3)C2)cc1 (stereo unspecified),14.1µM*

# Following part:
SMILES,KDM5B inhibitor
C=CCN1[C@@H](C)COc2cccc(N3CCCC3)c2S1(=O)=O,25.0%
O=C(Cc1c[nH]c2ncc(-c3cccnc3)cc12)N1CCN(c2ccccn2)CC1,-26.8%[86.2 µM]
O=C(CCCn1c(=O)c2cccn2c2ccccc21)Nc1cccc(Cl)c1,?
CNC(=O)c1ccc(Nc2nnc(-c3ccc(C)c(S(=O)(=O)N4CCOCC4)c3)c3ccccc23)cc1,?
CC1(COc2ccccc2)COc2ccc(C(=O)NCCc3ccccc3)cc2N1 (stereo unspecified),?
Cn1nc(C(=O)NC2CCCCCCC2)c(Cl)c1C(F)(F)F,-11.2%
CCOc1ccc(NC(=O)c2c(NCc3cccnc3)sc3c2CCCC3)cc1,?
CCN(C(=O)c1cc2c(s1)CCC2)C1CC1,23.5%
CCOC(=O)C1C(=O)OC(C)(C)C1C(CC)C(=O)c1c(C)cc(C)cc1C (stereo unspecified),2.5%
CN(Cc1ccc(-c2ccccc2)cc1)C(=O)Nc1ccccc1,1.8%[86.2 µM]
COc1cccc([S+](=O)([O-])N2CCCC(c3nnc4n3C(C(=O)O)CC4)C2)c1 (stereo unspecified),15.3%[115 µM]
O=C(/C=C/c1cnc2ccccc2n1)NCc1ccccn1,12.2%
Cc1cc(C)cc(C(=O)NCC(=O)N2CCCC2c2ccccc2)c1 (stereo unspecified),8.5%
Cc1ccc(N2CCN(C(=O)C3CCCN(c4cnn(Cc5ccccc5)c(=O)c4)C3)CC2)cc1 (stereo unspecified),7.9%
O/N=C1\CCCc2c1nc(-c1ccc(F)cc1)n2O,?
COC1C(=O)N(C2CCNCC2)C12CCOCC2 (stereo unspecified),84.4%[activator]
Cc1cc(C)n2nc(CNC(=O)c3cccc(N(C)C)c3)nc2n1,-20.9%
COc1ccc(NC(=O)O[C@@H]2CC[C@]3(C)C(CC[C@@H](O)[C@H]3CC(=O)N3CCC[C@H]3CO)[C@]2(C)CO)cc1 (stereo partly specified),-13.5%
CCn1c2ccccc2c2nnc(N3CCN(c4cc(C)ccc4C)CC3)nc21,-4.3%
CC(=O)Nc1ccc2nc3ccccc3nc2c1,-24.4%
CC(C)[C@H](NC(=O)C12CC3CC(CC(C3)C1)C2)C(=O)O,24.4%
COC(=O)c1ccc(NC(=O)c2nc3ccccc3n(C)c2=O)cc1,7.8%
Cc1ncoc1C(=O)N1C[C@H]2OC(=O)N(CCc3cccc(Cl)c3)[C@H]2C1,30.9%[activator]
COc1ccccc1CN1C[C@@H]2C[C@H]1C(=O)Nc1ccccc1O2,12.3%[86.2 µM]
Cc1cccc(OCC(=O)Nc2ccc(C(=O)Nc3ccccc3C(=O)O)cc2)c1,10.2%

# Entries above that contain a tert-butyl group:
SMILES,KDM5B inhibitor
COCCOc1ccnc(-c2noc([C@@H]3CCCN3CC(C)(C)C)n2)c1,-38.0%[86.2 µM]
CC(C)Sc1nnc([C@H](Cc2ccccc2)NC(=O)OC(C)(C)C)o1,?

# (further entries)
SMILES,KDM5B inhibitor
COc1ccc(CNC(=O)COCC(=O)N2CCN(c3ccccc3)CC2)cc1,10.2%
COc1ccc(C(C)NC(=O)CCc2ncc(-c3ccccc3)o2)cc1F (stereo unspecified),3.1%
CCOC(=O)C1CCCN(c2c(NCCc3ccc(Cl)cc3)c(=O)c2=O)C1 (stereo unspecified),29.1%
COc1cccc(NC(=O)CN2C(=O)c3ccccc3Sc3ncccc32)c1,-21.5%
Brc1ccccc1OCc1noc(-c2ccco2)n1,7.6%
O=C(c1cnc2c(c1)N(C(=O)CCc1ccccc1)CCC2)N1CCN(Cc2ccccc2)CC1,-18.6%
O=c1[nH]ccn1C1CCN(Cc2ccccc2)CC1,-5.8%[86.2 µM]
CC(C)Cc1ccc(C(C)NC(=O)c2ccc(CN3CCCC3)cc2)cc1 (stereo unspecified),-10.6%
CC(C)c1ccc(-n2ccnc(NCc3ccc4c(c3)OCO4)c2=O)cc1,?
COc1ccc(-n2nc(C3CCN(C(=O)c4ccc(F)cc4)CC3)[nH]c2=O)cc1,-14.6%&25.7%
Cc1noc2c(Nc3ccc(C(N)=O)cc3)cc(-c3ccsc3)nc12,?
O=C([C@@H]1C[C@H](F)CN1C(=O)c1cccc(F)c1)N1CCOCC1,-15.3%
Cc1cccc(NNC(=O)C(=O)NNc2cccc(C)c2)c1,?
Cc1[nH]c2ccccc2c1C(c1ccccc1I)c1c(C)[nH]c2ccccc12,?
COc1ccc(C)cc1NC(=O)CCC[C@@H]1[C@H]2CCCN3CCC[C@@H](CN1Cc1cccnc1)[C@@H]23,-7.1%
CC1CCCN(S(=O)(=O)NCc2ccnc(N3CCN(c4ccc(F)cc4)CC3)c2)C1 (stereo unspecified),10.3%
O=C(OCc1ccco1)c1ccc2c(c1)N(Cc1ccc([N+](=O)[O-])cc1)C(=O)c1ccccc1S2,1.4%
CCC1(C)Cc2nc3sc4c(=O)n(CC(=O)NCCc5ccccc5)cnc4c3cc2CO1 (stereo unspecified),-13.2%
CN(C)C(=O)Cn1nc(-c2ccccc2)c2ccccc2c1=O,-5.9%
CCCc1nn2c(=O)cc(COC(=O)c3ccccc3NC(=O)COc3ccccc3)nc2s1,-14.1%
CC(C)NC(=O)c1ccc(NC(=O)N2CCCCc3ccccc32)cc1,-9.1%
O=C(CSc1nc2ccccc2n1C(F)F)c1ccc(Cl)cc1,18.0%
O=C(Nc1ccc(C(F)(F)F)cc1)c1cc(=O)c2ccccc2o1,-3.3%
COc1ccc(NC(=O)CNC(=O)Cc2ccccc2)cc1,0.6%
Cc1nn(C)c2c(=O)n(CC(=O)NCc3ccccc3C(F)(F)F)ccc12,8.6%

# Retrieved one by one from the list above, 2 records:
SMILES,KDM5B inhibitor
O=C([C@@H]1C[C@H](F)CN1C(=O)c1cccc(F)c1)N1CCOCC1,-15.3%
COc1cccc(NC(=O)CN2C(=O)c3ccccc3Sc3ncccc32)c1,-21.5%

# Returning to the listing with the 7 entries that preceded the break.
SMILES,KDM5B inhibitor
CN(C)C(=O)Cn1nc(-c2ccccc2)c2ccccc2c1=O,-5.9%
CCCc1nn2c(=O)cc(COC(=O)c3ccccc3NC(=O)COc3ccccc3)nc2s1,-14.1%
CC(C)NC(=O)c1ccc(NC(=O)N2CCCCc3ccccc32)cc1,-9.1%
O=C(CSc1nc2ccccc2n1C(F)F)c1ccc(Cl)cc1,18.0%
O=C(Nc1ccc(C(F)(F)F)cc1)c1cc(=O)c2ccccc2o1,-3.3%
COc1ccc(NC(=O)CNC(=O)Cc2ccccc2)cc1,0.6%
Cc1nn(C)c2c(=O)n(CC(=O)NCc3ccccc3C(F)(F)F)ccc12,8.6%
COc1ccc(CNC(=O)C2CCN(C(=O)C3CN(c4ccc(OC)cc4)C(=O)N3)C2)cc1 (stereo unspecified),5.9%
COc1ccc(C(=O)OCc2ccccc2F)c(OC)c1OC,-6.1%
COc1ccc(N2Cc3c(NCc4ccc(F)cc4)ncnc3N(C)CC2=O)cc1,-9.6%
Cc1ccc(S(=O)(=O)N2CCC(C(NC(=O)c3ccccc3)C(=O)NCC(C)C)CC2)cc1 (stereo unspecified),17.1%
COC(=O)c1c(NC(=O)c2cc3nc(-c4ccc(Br)cc4)cc(C(F)(F)F)n3n2)sc2c1CCCC2,?
Cc1cccc(Cn2c(=O)n(Cc3ccc(C(=O)NC4CCN(Cc5ccccc5)CC4)cc3)c(=O)c3ccccc32)c1,-8.2%
O=C(Nc1ccc2c(c1)OCO2)c1cc(=O)c(OCc2ccccc2F)co1,-3.0%
CC(C)Oc1ccc(CNC(=O)C2Cn3cccc3C(=O)N2)cc1 (stereo unspecified),-18.3%
CNC1C2CC3CC(C2)CC1C3 (stereo unspecified),21.5%
CCOc1ccc(NC(=O)c2cnn(-c3ccc(C)c(C)c3)c2C2CCN(C(=O)OC(C)(C)C)CC2)cc1,11.9%
CC(C)(C)CC(=O)NCC(c1ccc2c(c1)OCO2)N1CCN(c2ccccc2)CC1 (stereo unspecified),-27.7%
CCc1nc2cc(N3CCC(C(=O)N4CCN(C)CC4)CC3)cnc2nc1CC,-19.4%
O=c1[nH]cnc2scc(-c3cccs3)c12,-36.9%
CC1CC2(CCCC2)Nc2ccc(F)cc21 (stereo unspecified),?
Cc1cccc(CC(=O)NC(Cc2ccccc2)C(=O)NCc2cc(=O)n(C)c(=O)n2C)c1 (stereo unspecified),12.7%
COc1ccc(CCN2CC(C(=O)N(C)CC(=O)Nc3cccc(F)c3)CC2=O)cc1OC (stereo unspecified),-1.3%
O=C(OCc1cccc(C(F)(F)F)c1)c1ccccc1C(=O)c1ccc(Cl)c([N+](=O)[O-])c1,-18.8%

# The list is partial, so the mix of outcomes need not match the whole.
